HSF1 activator: increases HSF-1 driven luciferase reporter signal; AID 504408; activation, % at 9 µM; 300,000 compounds, 1.7% hits; NIH3T3-HGL HSF-1 luciferase reporter, MG132, 8 h; 100% = twice DMSO control signal;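 active means mean replicate activation of at least 50% with a set share of replicates each reaching 50%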;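 further: 0% = median of the neutral control wells and 100% = twice that signal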
aSyn UTR inh: MLPCN primary screen, SNCA 5' untranslated region. alpha-synuclein 5'UTR reporter, inhibitor activity. inhibition, % (tested at 7.5 µM). 300,000 compounds, 0.82% hits. AID 1813; in the data active means inhibition above about 60%;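 further: H4 neuroglioblastoma cells stably carrying SNCA 5'UTR luciferase fusion; 0% = DMSO wells and 100% = positive control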
GSK3A inh: human GSK-3 alpha kinase inhibition | AID 2650 | ADP-Glo luminescence, 60 min | inhibition, % at 10 µM | P49840 | 320,000 compounds, 0.1% hits;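 in the data active means inhibition above about 50%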;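 further: GST-tagged GSK-3 alpha with peptide substrate and 25 µM ATP; 0% = DMSO neutral wells and 100% = GW8510 positive control wells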
Target sequence (P49840 whole entry, looked up): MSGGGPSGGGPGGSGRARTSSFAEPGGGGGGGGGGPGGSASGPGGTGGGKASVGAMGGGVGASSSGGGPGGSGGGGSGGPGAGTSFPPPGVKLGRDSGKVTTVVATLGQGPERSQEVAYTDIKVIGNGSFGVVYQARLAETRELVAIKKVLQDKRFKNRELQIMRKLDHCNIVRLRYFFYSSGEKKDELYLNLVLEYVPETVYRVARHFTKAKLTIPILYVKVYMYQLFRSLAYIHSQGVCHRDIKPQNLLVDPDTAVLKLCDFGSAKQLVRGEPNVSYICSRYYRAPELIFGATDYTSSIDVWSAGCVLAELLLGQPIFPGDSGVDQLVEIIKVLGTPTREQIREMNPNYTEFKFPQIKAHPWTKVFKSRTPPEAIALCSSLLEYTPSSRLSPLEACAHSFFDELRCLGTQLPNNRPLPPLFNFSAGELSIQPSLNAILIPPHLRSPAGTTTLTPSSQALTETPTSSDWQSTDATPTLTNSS
KLF5 inhibitor: inhibitors of KLF5 expression. inhibition, % at 5 µM. 290,000 compounds, 0.23% hits. DLD-1 KLF5 promoter-luciferase reporter, luminescence;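 active means inhibition above a per-plate limit of that plate's mean compound inhibition plus 3 SD, cut at about 60% in these data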;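 further: 0% = DMSO wells and 100% = LY294002 at 200 µM; higher means less KLF5 promoter-driven luciferase light; inactives centre near -14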
PolyA inhibitor: blocks polyadenylation in yeast reporter cells. calls only at 12 µM. AID 1875. S. cerevisiae SKY197-pL101 polyadenylation reporter, beta-gal luminescence; efflux-impaired pdr1/pdr3 knockout yeast; score 100 = 6 SD above DMSO. 300,000 compounds, 0.02% hits;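 active means lowest replicate activity score at least 50, where 100 means six control SD above control mean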;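 further: yeast exposed to compound for 9 h at 30 °C; higher score means more reporter readthrough which indicates perturbed polyadenylation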
GSK3B inh: human GSK3beta kinase inhibition; P49841; GST-GSK3beta kinase, ADP-Glo luminescence, 60 min; active compounds read low; activity score (negative = inhibition), % at 10 µM; 300,000 compounds, 0.038% hits; AID 2097;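 active means more than half of replicate wells score below -50%, meaning over 50% inhibition versus plate controls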;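 further: 0% = median DMSO wells and -100% = median GW8510 positive control wells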
Target sequence (P49841 whole entry, looked up): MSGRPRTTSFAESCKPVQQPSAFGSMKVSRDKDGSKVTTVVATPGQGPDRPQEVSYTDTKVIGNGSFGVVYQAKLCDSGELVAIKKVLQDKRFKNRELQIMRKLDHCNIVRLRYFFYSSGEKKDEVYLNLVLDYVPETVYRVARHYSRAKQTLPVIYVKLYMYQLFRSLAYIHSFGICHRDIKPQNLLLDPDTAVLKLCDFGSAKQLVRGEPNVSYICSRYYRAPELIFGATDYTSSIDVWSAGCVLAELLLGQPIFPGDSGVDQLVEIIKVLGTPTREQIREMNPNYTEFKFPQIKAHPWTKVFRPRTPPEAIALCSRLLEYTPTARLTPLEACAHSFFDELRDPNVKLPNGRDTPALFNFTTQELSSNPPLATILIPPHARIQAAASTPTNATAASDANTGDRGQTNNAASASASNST
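Test system: GST-fused GSK3beta enzyme, cell-free | Quantity: 1.6 ng GST-GSK3beta enzyme per well | Reagent: 25 µM ATP with peptide substrate | Schedule: 60 min enzyme reaction, room temperature | Signal: Luminescent ADP-Glo measurement of ADP formed | Read-out basis: Score relative to plate controls | Control set: DMSO and 20 µM GW8510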
HSF1 inh: HSF1 inhibition | 300,000 compounds, 0.77% hits | NIH3T3-HGL HSE-luciferase, MG132-induced, luminescence 8 h; active compounds read low | activity change, negative = inhibition, % at 7.5 µM (by protocol);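 active means more than half of replicate wells show activity change below -50%, luminescence cut by over half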;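 further: luciferase reports HSF-1 transcriptional activity via heat shock element; 0% = median of DMSO wells and -100% = zero luminescence signal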
HSP90 inh: inhibitors of HSP90 luciferase refolding in rabbit reticulocyte lysate; luciferase refolding luminescence, 3 h; inhibition, % at 5.6 µM; 290,000 compounds, 0.91% hits;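 active means inhibition above the screen-wide mean plus 3 SD, computed separately per campaign, cut at about 16% in these data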;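 further: 0% = DMSO wells and 100% = 60 µM geldanamycin wells; inhibitors lower the luminescence because luciferase stays unfolded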
AI-2 QS modul: modulates the Vibrio harveyi AI-2 quorum sensing system; Vibrio harveyi JMH597 AI-2 luminescence/OD600 ratio, 9 h; active compounds read low; strain lacks LuxN and CqsS sensors; 0 = neutral-control median; activity change, % at 7.5 µM; 300,000 compounds, 0.4% hits; in the data active means activity change below about -75%, passing the limit was not always enough;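 further: luminescence divided by OD600 gain over 9 h not by final OD600 alone; inactives centre near 13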
IEC-6 tox: kills IEC-6 intestinal cells in KLF5 counter-screen. IEC-6 cytotoxicity, luminescence viability. inhibition, % at 5 µM. 290,000 compounds, 0.78% hits. AID 1825; in the data active means inhibition above about 22%;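 further: 0% = plate median of test compound wells and 100% = cytotoxic reference compound wells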
Active calls of the source: *; i = inactive; · = not tested or not shown. These rows are one share of the data (hit frequency here may not be typical).

SMILES	HSF1 activator	aSyn UTR inh	GSK3A inh	KLF5 inhibitor	PolyA inhibitor	GSK3B inh	HSF1 inh	HSP90 inh	AI-2 QS modul	IEC-6 tox
CCc1ccc(C2c3[nH]c4ccccc4c3CCN2C(=O)c2cc(C)nn2C)cc1 (stereo unspecified)	-1	23	-1	-13	i	-2	3	-4	24	8
CN(C)CCCN(C(=O)CCc1ccccc1)c1nc2ccc(Br)cc2s1	-18	-10	3	-11	i	-3	-12	0	3	2
CC(=O)Nc1ccc(S(=O)(=O)N2CCc3ccccc3C2CC(=O)O)cc1 (stereo unspecified)	5	3	2	-3	i	5	-3	1	13	-1
Cc1ccc(CC(=O)NC2CCCc3ccccc32)cc1C (stereo unspecified)	1	15	-1	-7	i	1	-2	2	5	4
CCNc1nc(NC(C)C)nc(SCCOC(=O)c2ccccc2)n1	0	30	-1	-17	i	0	3	-1	20	-8
COc1ccc([N+](=O)[O-])cc1NC(=O)c1ccc(N(Cc2ccccc2Cl)S(C)(=O)=O)cc1	13	37	-4	-29	i	-2	0	-2	42	13
CCOC(=O)Cc1cnc(NC(=O)Cn2nnc(-c3ccc(OCC)cc3)n2)s1	-4	22	-3	-13	i	-8	0	-2	-29	2
COc1ccc(NC(=O)CCN2CCCCCC2)cc1	-15	-7	-2	-25	i	2	-4	-2	6	-3
Cc1nn(-c2ccccc2)nc1CNS(C)(=O)=O	7	23	-3	14	i	3	-9	-2	13	-1
Cc1ccccc1CS(=O)(=O)c1ccc(C(=O)N2CCC(C)CC2)cc1[N+](=O)[O-]	-40	9	1	-11	i	2	-26	-1	20	2
CCCC(C(=O)NC1CCCC1)N(Cc1ccc2c(c1)OCO2)C(=O)c1snc(C(N)=O)c1N (stereo unspecified)	9	-20	-2	-13	i	0	5	-3	37	9
Cc1ccc(N2C(=O)[C@@H]3C(C(=O)CN4C(=O)c5ccccc5C4=O)=NN[C@@H]3C2=O)c(C)c1	4	-4	-3	12	i	-8	-2	0	40	6
CC1CCN(c2ccc(-c3cccc(NC(=O)c4ccco4)c3)nn2)CC1	21	-8	-2	·	i	3	5	·	10	·
CC(=O)Oc1ccc(C(=O)Cc2ccccn2)c(O)c1	1	-26	-8	-45	i	1	-1	0	16	1
Cc1cc(=O)oc2cc(O)c(N=Nc3ccccc3)cc12	-7	-41	-2	-18	i	0	-8	0	13	-1
O=C1CCCN1CCCNS(=O)(=O)c1ccc(Cl)c(C(=O)N2CCOCC2)c1	10	-9	-1	-47	i	0	-5	0	6	1
CC(C)Cn1nc(-c2ccccc2)c2ccccc2c1=O	16	10	-2	-29	i	2	2	-3	21	-5
O=C(N/N=C/c1cccs1)c1ccc(NC(=O)c2ccccc2Cl)cc1	·	18	-5	-20	i	-1	·	2	5	1
S=C(Nc1ccccc1)N1CCN(c2ccc(N3CCOCC3)nn2)CC1	-6	-13	-3	-55	i	-1	-4	0	3	-8
CCOC(=O)c1c(/N=C/c2cccc([N+](=O)[O-])c2O)sc(C)c1C	0	5	1	12	i	-1	-3	-1	26	4

Single records, as listed above. Order of values: HSF1 activator	aSyn UTR inh	GSK3A inh	KLF5 inhibitor	PolyA inhibitor	GSK3B inh	HSF1 inh	HSP90 inh	AI-2 QS modul	IEC-6 tox
Record of Cc1ccc(CC(=O)NC2CCCc3ccccc32)cc1C (stereo unspecified) → 1	15	-1	-7	i	1	-2	2	5	4
Record of CCNc1nc(NC(C)C)nc(SCCOC(=O)c2ccccc2)n1 → 0	30	-1	-17	i	0	3	-1	20	-8
Record of Cc1ccccc1CS(=O)(=O)c1ccc(C(=O)N2CCC(C)CC2)cc1[N+](=O)[O-] → -40	9	1	-11	i	2	-26	-1	20	2

The list goes on:
SMILES	HSF1 activator	aSyn UTR inh	GSK3A inh	KLF5 inhibitor	PolyA inhibitor	GSK3B inh	HSF1 inh	HSP90 inh	AI-2 QS modul	IEC-6 tox
O=C(CSc1ccc(F)cc1)N1CCOCC1	12	-11	-3	-21	i	0	8	0	-4	2
CCn1c(SCC(=O)NC2CCCCC2)nnc1-c1cccnc1	-11	-20	1	-50	i	-2	-2	1	7	-4
O=C(NCCc1ccccc1)C(=O)NCC1OCCN1S(=O)(=O)c1ccc([N+](=O)[O-])cc1 (stereo unspecified)	31	-8	1	-28	i	2	5	3	8	-2
COc1ccc(NC(=O)CN(C)C2CCCCC2)c([N+](=O)[O-])c1	-1	-8	-11	1	i	0	-3	5	17	4
Cn1cc(Cl)c(C(=O)Nc2nc3ccc([N+](=O)[O-])cc3s2)n1	20	-68	6	-31	i	-3	12	2	36	10
O=C1CC(=O)CC(c2ccccc2Cl)C1	15	1	-4	-18	i	1	8	-3	25	3
Cc1c(C(=O)NCCCN2CCOCC2)sc2nc(-c3ccccc3)cn12	7	2	-1	-26	i	1	2	-5	11	-1
COC(=O)c1c(C)oc(C)c1S(=O)(=O)NCc1cccs1	26	31	0	-14	i	-2	-5	0	21	4
CSc1nnc(C2CCN(CC(=O)Nc3ccccc3N3CCOCC3)CC2)n1C(C)C	26	-22	-1	-10	i	2	-2	2	13	0
COc1cccc(C2NC(=O)N(CCCC(=O)O)C(C)=C2C(=O)OCc2ccccc2)c1 (stereo unspecified)	7	-10	0	·	i	4	2	·	9	·
C#CCOc1ccc(/C=C2/C(=O)NN(c3ccccc3)C2=O)cc1OC	-7	5	1	-12	i	0	1	4	20	3
Cc1nc(C(=O)NCCO)cc2c1[nH]c1ccccc12	3	-17	2	-41	i	4	1	1	-2	2
CC(C)Oc1cccc(C(=O)C2CCCN(C(=O)c3ccc4c(c3)OCO4)C2)c1 (stereo unspecified)	3	13	-1	-7	i	3	0	-5	10	-2
C=CCOc1ccc(CN(C)CC(=O)Nc2ccc3c(c2)CCC3)cc1	7	4	-1	-56	i	3	-1	4	-6	2
Cc1ccc(NC(=O)CSc2nc3ccccc3c(=O)n2CCCC(=O)NCC2CCCO2)cc1 (stereo unspecified)	6	2	1	-5	i	4	2	-1	17	2
COc1ccc(C(=O)Nc2c(N)nc[nH]c2=O)cc1	2	-13	-3	·	i	1	2	·	34	·
O=C(NCc1ccccn1)c1ccc2ccccc2n1	-8	17	-2	-2	i	-4	5	-4	8	2
CN(C)c1ccc(/C=N/Nc2cccc(C(=O)O)c2)cc1	-23	77*	-1	75*	i	2	-8	76*	7	0
Cc1ccc(S(=O)(=O)NCC(=O)N(CC(=O)NCc2ccccc2)CC2CCCO2)cc1 (stereo unspecified)	19	11	0	-39	i	-5	5	1	7	2
COc1cc(C(=O)c2nccc3cc(OC)c(OC)cc23)c([N+](=O)[O-])cc1OC	24	23	4	-5	i	2	11	13	12	10
N#Cc1cccc(N=Cc2c(O)ccc3ccccc23)c1	10	-28	3	-6	i	4	3	1	8	9
CSc1ccc(S(=O)(=O)N2CCC(C(=O)NCC3CCCO3)CC2)cc1 (stereo unspecified)	-7	-10	1	1	i	·	-9	2	·	2
Cc1cn(-c2ccccc2)c(C)c1/C=N\Nc1nc(N2CCOCC2)nc(N2CCOCC2)n1	-6	10	0	-11	i	-10	5	-4	14	-14
O=C(NCCc1ccccc1)C1CCC(CNS(=O)(=O)c2ccccc2)CC1 (stereo unspecified)	4	15	-1	-21	i	-2	0	1	28	-10
Cc1cccc(C(=O)Nc2nnc(SCC(=O)Nc3ccc4c(c3)oc3ccccc34)s2)c1	29	-49	2	-24	i	4	4	-4	45	-3
COc1cccc2cc(-c3csc(NC(=O)CCC(=O)NCCCN4CCC(C)CC4)n3)c(=O)oc12	41	16	2	-21	i	0	28	27*	3	3
CCc1nnc(NC(=O)CCC(=O)N2CCN(c3cc(Cl)ccc3C)CC2)s1	3	29	5	-4	i	1	11	0	20	0
Cc1ccc(O)c(C(=O)CC(=O)c2ccccc2Cl)c1	19	-44	8	-56	i	2	10	0	49	-2
Cn1c(NC(=O)Cc2cccs2)cc(=O)n(C)c1=O	9	2	·	-13	i	4	-1	1	27	2
Cn1cc([N+](=O)[O-])cc1-c1nc2ccccc2n1C	-5	27	3	-25	i	-2	6	0	13	-3
CCc1ccc(CNC(=O)c2ccc(NC(=O)C3=CSCCO3)cc2)cc1	11	-15	-3	-42	i	1	6	-2	47	2
COc1ccc2[nH]c(C(=O)N/N=C/c3ccc(OC)c(O)c3)cc2c1	-7	-31	1	65*	i	-2	2	-2	20	30*
CSc1nc(-c2ccc(Cl)cc2)nc(N)c1C#N	10	36	0	-13	i	1	-3	2	43	12
CCOc1nc(-c2ccc(C)cc2)ccc1-c1noc(-c2cccnc2)n1	1	-6	·	-7	i	2	5	4	30	2
Cc1ccc(-c2nnc(N3CCC(C)CC3)c3ccccc23)cc1C	-41	8	-2	9	i	0	-25	2	14	0
O=C(CNS(=O)(=O)c1ccccc1)N/N=C\c1ccc(Cl)cc1	-6	-1	0	-10	i	-3	0	-1	9	-2
CCOc1ccc(CN2CCN(CCCc3ccccc3)C(CCO)C2)cc1 (stereo unspecified)	5	6	-4	-27	i	1	0	1	12	0
COC(=O)C1=C(C(=O)OC)SC(=C2C(=S)C(C)(C)N(C(=O)CC(C)C)c3ccccc32)S1	-13	5	-1	-15	i	-2	-4	4	13	-3
COc1ccccc1NC(=O)C(=O)NCc1ccncc1	10	2	0	2	i	3	-3	0	59	0
CC(=O)c1ccc(NC(=O)CSc2nc3[nH]ncc3c(=O)[nH]2)cc1	-14	-9	2	·	i	-5	-7	·	6	·
Cc1cc(Nc2cc(F)ccc2C)n2ncnc2n1	4	30	0	-11	i	0	2	-7	13	-9
O=c1[nH]c(CN2CCN(CCO)CC2)nc2ccccc12	19	17	30	1	i	0	-2	0	4	-2
O=C(N/N=C/c1ccccn1)c1cc(Br)ccc1O	9	-11	0	-36	i	0	6	2	67	8
CC(NC(=O)c1cccnc1)C(c1cccs1)N1CCOCC1 (stereo unspecified)	11	12	-1	-25	i	2	-8	4	15	0
CCOc1ccc(CN(CCO)CCO)cc1[N+](=O)[O-]	-7	5	1	-11	i	1	-5	-2	12	1
O=C(C1CCN(S(=O)(=O)c2cccc3nsnc23)CC1)N1CCCCC1	-1	8	2	-23	i	-2	-2	-6	9	4
COc1ccc(S(=O)(=O)N2CCNC(=O)C2)cc1Br	1	-5	-2	-8	i	2	-2	0	3	-1
CCCCC(O)(CCCC)C(=O)NN(C(=O)c1cccnc1Cl)c1ccccc1	5	-10	2	-36	i	0	0	-2	23	-4
COc1ncnc2sc(-c3ccccc3)cc12	38	-168	0	-20	i	-1	26	0	27	4
COc1ccc(N2CC(C(=O)N[C@H](C(=O)NC(C)c3ccccc3)C(C)C)CC2=O)cc1 (stereo partly specified)	23	19	1	-28	i	0	2	1	18	4
CC(=O)N1CCN(c2ccc(NC(=O)c3ccc4c(c3)OCO4)cc2)CC1	4	6	0	-13	i	-3	2	-2	12	-1
COC(=O)c1ccccc1NC(=S)NC(=O)C1CC1	-25	6	-1	-21	i	-1	-5	0	35	0

Bioassay records as filed in PubChem BioAssay.
